# Screening data deposited in PubChem BioAssay by several laboratories.
# SR-BI DiI-HDL act – activators of SR-BI mediated DiI-HDL uptake, primary screen, ldlA[mSR-BI] CHO cells, DiI fluorescence. 3 h; 100 = double the neutral-control signal. actives 0.096% (n = 320,000). activation, % at 12.5 µM;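 active = mean replicate activation of at least 60% and every replicate at or above 60%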;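 also: 0% = median plate neutral-control signal and 100% = twice that signal; values of inactives mirror those of a sister screen read the other way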
#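 System: LDL receptor-deficient CHO ldlA cells overexpressing murine SR-BI | Timing: 3 h uptake period with compound, 37 °C | Medium: HEPES-buffered (25 mM, pH 7.4) F12 plus 0.5% BSA | Dosing: Single-point compound dose | Signal: Bottom-read fluorescence, 550/595 nm | Read-out: Retained DiI signal reflecting DiI-HDL uptake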
# NSD2 HMT inh – NSD2 histone methyltransferase inhibitors, primary screen, biochemical, AlphaScreen, single concentration, set 2; Histone-lysine N-methyltransferase NSD2 (Homo sapiens), O96028; actives 0.54% (n = 310,000); inhibition, % at 12.5 µM; NSD2 peptide methylation, 120 min; in the data active = inhibition above about 50%
# PKA-R1A act – activators of PKA-R1A holoenzyme, primary screen, biochemical, fluorescence polarization, Cy5-IP20, bovine R1A, mouse PKAc; cAMP-dependent protein kinase type I-alpha regulatory subunit (Bos taurus) + …; PKA-R1A dissociation; scaled: DMSO 0%, 113 µM cGMP 100%; activation, % at 11.4 µM; actives 0.083% (n = 340,000);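 active = percent activation above the mean of all tested compounds plus 3 SD, cut at about 19% in these data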;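 also: higher means more PKAc released from R1A so a rise in polarization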
# Pemphigus Ab inh – inhibitors of pemphigus antibody binding to DSG3, primary screen, biochemical, bead-based, flow cytometry, scFv-GFP; binding (percent of control), % at 10 µM; actives 0.48% (n = 310,000); DSG3-coupled beads, scFv-anti-DSG3-GFP binding; active compounds read low; AID 588358, 2011; Desmoglein-3 (Homo sapiens), P32926;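 active = binding more than 3 SD below its plate's average and above zero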;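 also: hits lower antibody fragment binding to DSG3; some compounds called inactive have numbers as strong as hits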
# Mot1-301 SUMO – yeast Mot1-301 growth rescue at high temperature, primary screen, SUMOylation pathway inhibitor project, S. cerevisiae, ATP luminescence, 38.5C | AID 2716, 2010 | growth rescue, % at 18.8 µM | actives 1% (n = 320,000) | S. cerevisiae Mot1-301 growth rescue; percent above DMSO median, 100 means doubled;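 active = every valid replicate shows activation above 250% relative to neutral control wells; inactive = the rest, any valid replicate at or below 250%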;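 also: OY570 slx delta 5 strain wells were the positive control but not used for scaling; some compounds called inactive have numbers as strong as hits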
# PKA-R2B act – activators of PKA-R2B holoenzyme, primary screen, biochemical, fluorescence polarization, Cy5-IP20, human; AID 504700, 2011; PKA-R2B holoenzyme dissociation; R2B truncated from residue 108, S112A mutant; 0% DMSO only, 100% 113 µM cGMP; activation, % at 11.4 µM; actives 0.079% (n = 340,000); cAMP-dependent protein kinase catalytic subunit beta (Homo sapiens) + cAMP-dependent …;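 active = activation above a cutoff set at the mean over all compounds plus 3 SD, cut at about 18% in these data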;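 also: higher means more holoenzyme dissociation and a rise in polarization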
# SR-BI DiI inh – inhibitors of SR-BI mediated HDL lipid uptake, primary screen, ldlA[mSR-BI] cells, fluorescence, single point. ldlA[mSR-BI] CHO cells, DiI-HDL uptake fluorescence, 3 h. inhibition, % at 12.5 µM. actives 0.96% (n = 320,000);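 active = mean replicate inhibition of at least 70% and a set share of replicates each scoring 70 or more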;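 also: 0% = median of neutral control wells and 100% = median of positive control wells; values of inactives mirror those of a sister screen read the other way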
# dFosB act – activators of delta FosB homodimer, primary screen, biochemical, fluorescence polarization, TAMRA-CDK5 oligo, single point; purified delta FosB; percent of positive-control signal above neutral wells; actives 0.99% (n = 340,000); Protein FosB (Mus musculus), P13346; AID 493131, 2011; activation, % at 25 µM;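 active = mean activation above about 17%, with every replicate also reaching it, limit read from the data, passing the limit was not always enough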;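 also: fluorescence polarization rise as delta FosB binds a TAMRA Cdk5 AP-1 oligo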
# Target sequence (P13346 whole entry, looked up): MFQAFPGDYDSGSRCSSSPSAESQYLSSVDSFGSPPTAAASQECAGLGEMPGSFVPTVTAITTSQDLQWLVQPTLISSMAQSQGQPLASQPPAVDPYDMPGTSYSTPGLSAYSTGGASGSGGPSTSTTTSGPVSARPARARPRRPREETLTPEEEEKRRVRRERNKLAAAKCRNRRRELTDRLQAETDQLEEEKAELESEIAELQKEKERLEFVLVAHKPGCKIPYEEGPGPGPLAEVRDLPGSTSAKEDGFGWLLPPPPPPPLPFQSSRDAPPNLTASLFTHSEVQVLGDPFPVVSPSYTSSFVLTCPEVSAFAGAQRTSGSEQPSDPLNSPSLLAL
# CDK5 inh – inhibitors of human CDK5/p35 kinase, primary screen, biochemical, single concentration; Cyclin-dependent kinase 5 (Homo sapiens) + Cyclin-dependent kinase 5 activator 1 (Homo …; Recombinant CDK5/p35, ADP-Glo luminescence, 60 min; actives 0.01% (n = 330,000); inhibition, % at 10 µM; AID 488839, 2010;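 active = highest replicate inhibition of at least 50% and at least 75% of replicates reaching 50%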;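 also: plate controls were DMSO neutral control for no effect and GW8510 at 10 µM for full effect; many of its hits are not listed in these tables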
# Target sequence (Q00535 whole entry, looked up): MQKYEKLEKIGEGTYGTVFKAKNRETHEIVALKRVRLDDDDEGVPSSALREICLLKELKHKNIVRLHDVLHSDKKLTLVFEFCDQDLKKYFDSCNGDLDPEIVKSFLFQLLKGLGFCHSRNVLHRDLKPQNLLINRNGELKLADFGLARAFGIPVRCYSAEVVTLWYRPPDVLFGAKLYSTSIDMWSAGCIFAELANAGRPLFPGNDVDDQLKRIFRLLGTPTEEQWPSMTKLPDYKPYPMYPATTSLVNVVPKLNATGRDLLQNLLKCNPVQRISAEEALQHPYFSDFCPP
# Target sequence (Q15078 whole entry, looked up): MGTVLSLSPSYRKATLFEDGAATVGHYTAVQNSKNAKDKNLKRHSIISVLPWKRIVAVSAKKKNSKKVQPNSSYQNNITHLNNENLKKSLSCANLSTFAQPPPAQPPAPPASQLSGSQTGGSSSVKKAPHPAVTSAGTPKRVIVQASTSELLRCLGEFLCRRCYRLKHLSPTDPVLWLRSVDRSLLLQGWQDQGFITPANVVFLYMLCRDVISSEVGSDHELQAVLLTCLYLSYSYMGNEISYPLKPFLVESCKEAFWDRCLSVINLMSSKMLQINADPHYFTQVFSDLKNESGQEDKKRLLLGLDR
# MITF act – activators of MITF-driven TRPM1 promoter reporter, primary screen, cell-based, SK-MEL-5, luciferase, single point; SK-MEL-5 TRPM1-promoter luciferase, 24 h; % of positive control, neutral wells = 0; activation, % at 12.5 µM; actives 0.75% (n = 300,000); AID 588334, 2011;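 active = mean activation of at least 80% with every replicate also reaching 80%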;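 also: 0% = neutral control wells and 100% = parthenolide positive control wells; values of inactives mirror those of a sister screen read the other way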
# Arr AP2 block – inhibitors of beta-arrestin/AP2 binding, primary screen, biochemical, GPCR trafficking, flow cytometry | beta-arrestin 1 C-terminal peptide binding to AP2 beta2-adaptin appendage (human) | FITC-arrestin peptide / GST-AP2 beads; AP2 beta2 appendage carries R879A mutation | inhibition, % at 10 µM | actives 0.31% (n = 340,000) | AID 504490, 2011;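 active = inhibition above a set limit, near 3 SD of compounds lacking own fluorescence, cut at about 54% in these data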;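 also: plate controls were DMSO wells for no effect and 5 µM unlabelled arrestin peptide for full effect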
#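 System: GST-AP2 R879A glutathione beads; medium: PBS, Tween 20 0.05%, BSA 0.1%; reagent: fluorescein-tagged arrestin peptide at 50 nM final; schedule: pre-incubation 12 min, peptide binding 1 h, room temperature; detection: flow cytometry, FL1 (488/535 nm); read-out: inhibition as reduced fluorescein signal on beads, percent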
# Starred values were filed as active, the others as inactive; · = not tested or not shown.
MITF act,CDK5 inh,Mot1-301 SUMO,PKA-R2B act,SR-BI DiI inh,Pemphigus Ab inh,PKA-R1A act,Arr AP2 block,NSD2 HMT inh,SR-BI DiI-HDL act,dFosB act,SMILES
-21,0.8,203,4,-40,85,-2,13,3,40,-7,CCOC(=O)CSC1=C(C#N)C(c2ccc3c(c2)OCO3)CC(=O)N1 (centres undefined)
-3,1.6,-16,-3,-26,·,-12,-7,1,26,-4,CCN(Cc1ccccc1)C(=O)c1ccc(CS(=O)c2ccccc2C)o1 (centres undefined)
-9,-0.4,4,-6,-8,110,-7,-7,0,8,0,COc1ccccc1NC(=O)COC(=O)C1CC2C=CC1C2 (centres undefined)
32,-0.1,-8,2,2,96,3,2,0,-2,-2,CCSc1nnc(NC(=O)c2ccc3nc[nH]c3c2)s1
11,0.3,0,-2,-17,·,-13,-3,-1,17,2,COc1ccc(C(CC(=O)NCC(OC)OC)NS(=O)(=O)c2ccc(Cl)cc2)cc1 (centres undefined)
-5,0.5,19,4,-7,92,-3,5,2,7,-2,CCN(CC)CC(=O)NC1CC(C)(C)Cc2c1cnn2-c1ccc(F)cc1 (centres undefined)
-4,-2.6,71,-10,12,86,8,10,-1,-12,-8,COc1ccc(NC(=O)COc2ccc(N(C)S(=O)(=O)c3ccc(C)cc3)cc2)cc1
2,0.4,5,-6,5,99,2,5,-3,-5,-7,CC1C(=O)C(C)C(c2ccc(O)cc2)NC1c1ccc(O)cc1 (centres undefined)
4,-2.5,·,-5,·,98,2,-1,·,·,1,CN(C)CCCN(C(=O)COc1ccc(Cl)cc1)c1nc2c(F)cccc2s1
·,-0.1,26,3,·,109,-7,12,1,·,-2,Cc1nnc(NC(=O)C2CCCN2C(=O)Nc2ccccc2)s1 (centres undefined)
96*,0.0,1,-5,-12,101,-6,3,0,12,-19,CCOC(=O)C1CCN(C(=O)c2cc3c(ccc4ccccc43)o2)CC1
17,-0.1,-14,-1,7,98,-9,8,1,-7,-4,O=C(Cn1c(=O)n(Cc2ccco2)c(=O)c2c3c(sc21)CCCCC3)c1ccccc1
0,-0.2,-16,2,-11,104,10,32,0,11,3,COc1ccc(S(=O)(=O)N2CCCCC2)cc1-n1cnnn1
-4,0.0,81,7,5,102,-7,1,·,-5,0,O=C(CCS(=O)(=O)c1cc2c(cc1Cl)NC(=O)CO2)NCc1ccc(F)cc1
-13,-0.6,-13,-7,-17,126,-6,-23,10,17,0,CC1(C)CC(NC(=S)Nc2ccc([N+](=O)[O-])cc2)CC(C)(C)N1
-3,-3.1,7,9,·,100,-7,-7,·,·,-8,COc1ccc(-c2csc(N(Cc3ccco3)C(=O)c3cccs3)n2)cc1
-4,0.0,-7,-8,-25,104,2,0,·,25,-3,CC(C)NC(=O)N(C)C[C@H]1Oc2c(NS(=O)(=O)c3ccc(F)cc3)cccc2C(=O)N([C@H](C)CO)C[C@@H]1C
18,1.3,90,-5,53,100,6,6,18,-53,7,CCC(=O)Nc1ccc(C(=O)N/N=C/c2ccccc2[N+](=O)[O-])cc1
-3,-5.6,12,-5,4,114,1,-13,4,-4,-14,COc1ccc(C)cc1NC(=O)CSc1nnnn1C1CCCC1
4,-3.3,3,3,·,117,1,-12,5,·,-2,CN(C)S(=O)(=O)c1cccc(COC(=O)c2cnccn2)c1
2,-2.4,168,3,-27,88,9,-14,-4,27,6,O=C(CCCCCN1C(=O)c2ccccc2C1=O)Nc1ccc(C(=O)O)cc1
-3,0.2,109,1,-6,111,6,4,·,6,1,COc1cc(/C=C2\SC(=S)N(CC(=O)O)C2=O)ccc1OC(=O)c1ccco1
-13,-0.3,454,-8,-7,94,-1,9,-1,7,-9,CCCN1Cc2cccc(C(=O)NCc3cccs3)c2C1=O
-4,-0.1,10,-9,-42,89,2,31,-1,42,6,O=C(CSc1nnc(C2CC2)n1-c1ccccc1)N1CCCC1
-7,-1.3,6,5,23,119,-5,2,0,-23,-10,COc1ccc(C(=O)N2CC3(C)CC2CC(C)(C)C3)cc1OC (centres undefined)
·,1.8,4,-6,4,104,0,-4,-1,-4,-9,Cc1cc(NC(=O)c2ccc(Cl)cc2)c(C(C)C)cc1O
-5,-1.8,-11,-4,·,98,-4,16,0,·,-14,CCCc1cc(=O)[nH]c(SCc2ccc(F)cc2)n1
55,0.6,-5,-1,-19,86,12,21,1,19,48*,CCOc1ccc(/C=C2/SC(=S)N(CCC(=O)Nc3ccc(C(=O)O)cc3)C2=O)cc1
-3,0.7,219,4,-9,104,-6,0,3,9,-1,COc1cc(CCC(=O)NCCc2ccc(F)cc2)cc(OC)c1OC
23,0.5,6,10,21,107,-8,10,0,-21,-11,O=C(Nc1ccc(C(=O)N2CCOCC2)cc1)Nc1cccc2ccccc12
-10,-2.0,16,-7,22,103,-2,1,1,-22,2,CN(/N=C/c1ccc(Br)o1)C1=NS(=O)(=O)c2ccccc21
-4,-3.2,-18,-4,-15,89,-3,1,-3,15,-7,Cc1nn(CCc2nn[nH]n2)c2nc(-c3ccccc3)cc(C(F)(F)F)c12
35,1.3,88,-8,-15,102,3,-4,-7,15,-7,O=C(COC(=O)c1ccccc1O)NCCC1=CCCCC1
4,-0.3,8,-4,70,113,-7,-3,1,-70,-6,CCC(C)NC(=O)/C=C/c1ccc(S(=O)(=O)NCc2ccco2)cc1 (centres undefined)
-1,0.2,19,-13,-17,97,0,-11,-3,17,-3,CCN(Cc1ccccc1)C(=O)Cn1c(C(C)O)nc2ccccc21 (centres undefined)
79,1.3,2,-1,18,83,2,37,-3,-18,0,Cc1ccc(OCC(=O)Nc2ccccc2[N+](=O)[O-])c(Br)c1
5,0.5,·,-1,-3,98,1,-5,0,3,3,CCN(CC)C(=O)Cn1cc([N+](=O)[O-])cc1[N+](=O)[O-]
0,0.1,3,-9,-37,100,-12,-8,·,37,-4,Cc1ccnc(NC(=O)CNC(=O)C23CC4CC(CC(C4)C2)C3)c1
27,0.4,111,-1,·,92,5,·,-1,·,46*,O=C(Nc1ccc2oc(-c3ccncc3)nc2c1)c1ccc2c(c1)OCCO2
-19,-0.3,-9,-8,8,101,-3,28,-1,-8,-15,O=c1[nH]c2ccccc2cc1CN(Cc1ccco1)S(=O)(=O)c1ccc(F)cc1
7,-0.7,-14,-5,6,90,0,26,0,-6,-4,Cc1ccc(CC(=O)OCC(=O)NC2CCCC(C)C2C)cc1C (centres undefined)
-8,0.5,-4,-3,-2,94,1,-5,3,2,-2,CCOC(=O)C1(CCCc2ccccc2)CCN(C(=O)C2CCCN(C(N)=O)C2)CC1 (centres undefined)
1,-1.1,31,6,11,97,-8,17,1,-11,-8,CC(C)OC(=O)c1cccnc1SCC(=O)N(C)c1ccccc1
42,0.3,168,-16,32,·,-8,17,0,-32,-8,Cc1nccc(-c2ccc(-n3cnc4ccccc43)cc2)n1
-2,-1.8,10,-2,-5,·,-6,-11,1,5,3,Cc1ccc(Cl)cc1NC(=O)CN1C(=O)NC(C)(C2CC2)C1=O (centres undefined)
57,3.3,·,-10,0,106,-6,23,-3,0,1,Cc1ccccc1-c1nc2ccccc2[nH]1
·,0.5,-12,-4,-13,107,2,6,·,13,-7,CCCCn1c(CNC(=O)Cc2ccccc2)nc2ccccc21
1,0.5,·,-10,-7,100,-10,-4,-1,7,-9,Cc1cccc(NC(=O)c2cc(S(=O)(=O)N3CCCCC3)ccc2Cl)n1
-14,-1.0,6,-4,-12,104,-7,45,·,12,5,Clc1ccc(OC2CCN(Cc3nc(CC4CC4)no3)CC2)cc1
1,6.4,0,5,-10,94,6,21,25,10,-7,CC(=O)N=c1sc2cc(C)ccc2n1C
10,-0.5,-13,2,-21,99,-4,13,1,21,0,Cc1ccccc1Oc1ccccc1N
8,-0.4,4,3,-10,100,-3,3,6,10,-10,Cc1cc(C)cc(-c2nnc(SCc3ccc(C(=O)O)cc3)o2)c1
12,-0.1,9,-9,6,107,-7,-2,·,-6,-9,O=C(OCCCc1cc2ccccc2c(=O)o1)N1CCOCC1
-7,-2.8,56,3,-5,95,-7,12,2,5,-10,COC1CCN(C(=O)CC2C(=O)NCCN2CC(C)(C)C)CC1 (centres undefined)
10,-1.6,32,-2,3,92,-6,29,-1,-3,6,Cc1cc(C(=O)N2CCC(C)CC2)on1
72,·,17,0,25,111,-21,10,-2,-25,-7,CS(=O)(=O)c1ccccc1C(=O)Nc1ccc(-c2nc3ccccc3o2)cc1
64,1.3,193,-4,22,105,-4,-10,2,-22,-4,CCC(=O)n1nc(-c2ccc(Cl)cc2)nc1SC
·,-0.3,172,-3,6,108,-3,4,-1,-6,5,COC(=O)c1cscc1NC(C)=O
-10,-0.6,-4,3,53,83,-1,-10,-1,-53,10,COc1ccc(/C=C/C(=O)Nc2cc(C)nn2-c2nc3ccccc3n2Cc2cccc([N+](=O)[O-])c2)cc1

# Shown with two lines to a compound: part of the list above
# Values run as follows: MITF act | CDK5 inh | Mot1-301 SUMO | PKA-R2B act | SR-BI DiI inh | Pemphigus Ab inh | PKA-R1A act | Arr AP2 block | NSD2 HMT inh | SR-BI DiI-HDL act | dFosB act
> Cc1nccc(-c2ccc(-n3cnc4ccccc43)cc2)n1
  42 | 0.3 | 168 | -16 | 32 | · | -8 | 17 | 0 | -32 | -8
> Cc1ccc(Cl)cc1NC(=O)CN1C(=O)NC(C)(C2CC2)C1=O (centres undefined)
  -2 | -1.8 | 10 | -2 | -5 | · | -6 | -11 | 1 | 5 | 3
